Compound activity deposited in PubChem BioAssay by National Center for Advancing Translational Sciences (NCATS).
GLP-1R inv ag: acts as inverse agonist at human GLP-1 receptor | HEK293 GLP-1R CRE-luciferase, luminescence, 24 h; GLP-1R form is constitutively active | Potency, µM (series often up to 38.3 µM), inactives show at the top dose activity change, negative = inhibition, usual class: inhibitors | actives 1.6% (n = 410,000) | AID 624417; note: % is set by controls: 0 for no effect and ±100 for the full control effect; nearly all actives have a fitted effect of over 55% in size
Target sequence (P43220 whole entry, looked up): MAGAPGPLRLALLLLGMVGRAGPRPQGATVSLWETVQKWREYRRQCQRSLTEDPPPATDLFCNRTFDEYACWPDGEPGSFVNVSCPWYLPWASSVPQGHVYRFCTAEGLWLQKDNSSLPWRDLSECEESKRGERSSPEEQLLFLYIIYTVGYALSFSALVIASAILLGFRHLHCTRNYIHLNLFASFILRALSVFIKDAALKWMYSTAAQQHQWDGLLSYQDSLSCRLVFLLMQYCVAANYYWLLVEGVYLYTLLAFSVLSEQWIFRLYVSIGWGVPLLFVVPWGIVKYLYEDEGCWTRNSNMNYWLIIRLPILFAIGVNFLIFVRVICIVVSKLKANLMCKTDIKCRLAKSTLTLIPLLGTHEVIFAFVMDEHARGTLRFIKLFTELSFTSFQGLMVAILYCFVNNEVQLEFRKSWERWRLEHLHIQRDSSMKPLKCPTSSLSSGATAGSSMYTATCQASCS
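Seeding at 200 cells/uL, 12 h culture, 24 hr compound treatment, then luciferase reagent and a luminescence read; cells are HEK293 stably expressing a constitutively active GLP-1R plus cAMP-responsive luciferase.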
GLP1R cytotox: cytotoxicity in counter-screen for GLP-1R inverse agonists. AID 624418. actives 0.13% (n = 410,000). Potency, µM (titrated, usually from 38.3 µM), inactives show top-dose activity change, negative = inhibition, actives largely listed as inhibitors. HEK293 cAMP-luciferase reporter cells, luminescence, 24 h;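 note: loss of luciferase light is scored as toxicity; % is set by controls: 0 for no effect and ±100 for the full control effect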
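Here, cytotoxicity is scored as loss of luminescence. The MLSMR collection was tested on cells seeded in medium containing 10% Nu serum, with a 24 hr compound exposure preceded by 12 hours of culture.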
TDP43 rescue: TDP-43 toxicity inhibition in yeast; TDP-43 expressing yeast growth rescue, BacTiter-Glo, 24 h; Potency, µM (top dose mostly 46.1 µM), for inactives: at the highest dose growth rescue (activation), most hits filed as activators; actives 1.8% (n = 410,000); note: % of control where 0% means no effect; nearly all actives have a fitted effect of over 50% in size
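Cell-based yeast growth screen: TDP-43 expression induced in galactose, inoculum OD600=0.02 after raffinose pregrowth to mid-log. Read-out BacTiter-Glo luminescence at 24 hr, 30 deg C; inhibition of toxicity seen as signal increase.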
* hit, by the source's call; ? = inconclusive; [ ] = dose if it differs, or a comment. Calls come from the whole dose curve; as a rule, active = well fitted curve in the direction sought with a large enough effect; inconclusive = small, poorly fitted or top-dose-only effect, or another doubt; inactive = no such curve, though single readings can be large; an effect the other way counts as inactive or inconclusive. Potency is the fitted concentration of half-maximal effect.

SMILES | GLP-1R inv ag | GLP1R cytotox | TDP43 rescue
COc1cccc2c1cc1c(=O)n(CC(=O)N3CCN(c4cccc(C)c4)C(C)C3)nc(C)n12 (centres undefined) | 8% | 1% | 2%
COc1ccc(S(=O)(=O)NCC(c2ccco2)S(=O)(=O)c2cccs2)cc1C (centres undefined) | -18% | 6% | ?
O=C(NC1CCCCCC1)c1ccc(CS(=O)c2cccc(Cl)c2)o1 (centres undefined) | -7% | 13% | 28%
Cc1ccc(-n2nnnc2CNC(=O)C(C)(C)C)cc1C | 1% | 1% | 11%
Cc1ccccc1CCNC(=O)c1cc2cc(S(=O)(=O)N3CCCCC3)ccc2n1C | -3% | 0% | 15%
Cc1cccc(NC(=O)c2ccc(F)c(S(=O)(=O)NCc3ccc4c(c3)OCO4)c2)c1 | -29% | -5% | 14%
COc1ccc(NC(=O)CSc2nc(-c3ccccc3)c3ccccc3n2)cc1 | -9% | -2% | 5%
COc1ccc(CNC(=O)c2ccc3c(c2)nc2n3CCC(C)C2)c(OC)c1 (centres undefined) | 9% | -2% | 9%
O=C(Nc1ccccc1OCc1cc(=O)n2ccccc2n1)Nc1ccccc1C(F)(F)F | 4% | -1% | 6%
Cc1c(CC(=O)N2CCCCC2)c(=O)oc2c(C)c3occ(C(C)(C)C)c3cc12 | 7% | 1% | 12%
Cc1cc(C)cc(NC(=O)CCN2C(=O)c3ccccc3Sc3ncccc32)c1 | -8% | ? | -15%
CCCN(CCC)CCCNC(=O)C1CCCN(S(=O)(=O)c2cccc3nsnc23)C1 (centres undefined) | 6% | 3% | 9%
CCOC(=O)c1ccc(NC(=O)C(CC)Sc2nc3ncccc3o2)cc1 (centres undefined) | 1% | -6% | 0%
COc1ccc(Nc2c3c(nc4ccc(NC(=O)/C=C/c5cccc(OC)c5OC)cc24)CCCC3)cc1OC | ? | ? | 9%
COc1ccc(N2Cc3cccc(C(=O)Nc4ccc(F)cc4)c3C2=O)cc1 | -20% | -14% | 0%
Cc1nn(-c2ccc(N3CCCC3)nn2)c(C)c1CCC(=O)NCc1ccccc1 | 9% | -1% | -4%
Cc1cc(C)cc(NC(=O)C2CCN(c3nnc(-n4c(C)ccc4C)s3)CC2)c1 | 2% | -3% | 7%
COC(=O)c1cccc(NC(=O)c2nsc3ccccc23)c1 | ? | -1% | 15%
CC(=O)N(Cc1cccnc1)c1nc2c(C)cccc2s1 | 2% | 12% | ?
CCNC(=O)c1c(NC(=O)c2nc(S(=O)(=O)CC)ncc2Cl)sc2c1CCCC2 | 3% | -12% | 30%

Of the compounds above, 2 contain a Cl atom.
SMILES | GLP-1R inv ag | GLP1R cytotox | TDP43 rescue
O=C(NC1CCCCCC1)c1ccc(CS(=O)c2cccc(Cl)c2)o1 (centres undefined) | -7% | 13% | 28%
CCNC(=O)c1c(NC(=O)c2nc(S(=O)(=O)CC)ncc2Cl)sc2c1CCCC2 | 3% | -12% | 30%

Additional records.
SMILES | GLP-1R inv ag | GLP1R cytotox | TDP43 rescue
FC(F)(F)c1cccc(Nc2nc3nonc3nc2Nc2ccc(Cl)cc2)c1 | ? | ? | -92%[inhibitor]
COc1ccc(OC)c(NC(=O)CN2C(=O)COc3ccc(S(=O)(=O)NC4CCCC4)cc32)c1 | -2% | 4% | 16%
CCN(c1cc(C)cc(C)c1)S(=O)(=O)c1nnc(NC(=O)c2cccc(F)c2)s1 | ? | -18% | 11%
CCOc1ccc(NC(=O)CSc2nc3ccsc3c(=O)n2CC)cc1 | 16% | 2% | 12%
CCOc1ccc(C2C(=O)N(C3CCCCCC3)CC(=O)N2CCc2ccc(Cl)cc2)cc1OC (centres undefined) | 0% | 2% | -26%
CCc1ccc(-c2cn3c(n2)sc2cc(C(=O)NCCCc4ccccc4)ccc23)cc1 | 7% | -16% | 8%
Cc1ccc2nc(N(Cc3cccnc3)C(=O)c3ccc4c(c3)OCCO4)sc2c1 | 11% | 10% | 16%
CCc1cccc(C)c1NS(=O)(=O)c1c(C(=O)N2CCC(C)CC2)c(C)n(C)c1C | ? | -16% | 26%
CCN(CCCNC(=O)CN1N=C(c2ccccc2)CCC1=O)c1ccccc1 | -25% | 4% | 7%
COc1cccc(NC(=O)Cn2c(=O)c3cccn3c3ccc(F)cc32)c1 | 20% | -1% | -6%
COc1ccc(CCNc2nc(SCc3cccc(Cl)c3)nc3ccccc23)cc1OC | 2% | -7% | 12%
CCOC(=O)c1cc(C)n(CC2CCC(C(=O)Nc3ccc(OC)cc3)CC2)c1C (centres undefined) | ? | -6% | 3%
CC(C)N(Cc1ccccc1)C(=O)CN1C(=O)CSc2ccc(S(=O)(=O)N3CCCC3)cc21 | -14% | -8% | 7%
O=C(CCc1ccccc1)N1CCc2c([nH]c3ccccc23)C1c1ccc(F)cc1 (centres undefined) | ? | -3% | -18%
CCc1ccc(N(CC)C(=O)c2ccc3c(=O)n4c(nc3c2)CCCCC4)cc1 | 7% | 6% | 15%
Cc1ccccc1CNC(=O)C1CCN(c2nnc(C)c3c(C)n(-c4ccccc4)nc23)CC1 | 7% | -3% | 19%
CCOC(=O)c1c(C)[nH]c(CCC(=O)NCCCN2CCN(c3ccccc3F)CC2)c1C | -31% | 3% | 14%
Cc1ccc(N(C)S(=O)(=O)c2nnc(NC(=O)C3CCCCC3)s2)cc1 | 10% | 3% | 13%
O=C(CCc1cn(Cc2ccc(F)cc2)c2ccccc12)NCCc1ccc(Cl)cc1 | -6% | -1% | 6%
CCOc1ccc(Nc2nn(-c3ccc(OC(F)(F)F)cc3)nc2C(C)=O)cc1 | -3% | -6% | -2%

Profiles, looked up by structure. Screens in order: GLP-1R inv ag	GLP1R cytotox	TDP43 rescue
CCN(CCCNC(=O)CN1N=C(c2ccccc2)CCC1=O)c1ccccc1 in the list: -25%	4%	7%
CCOc1ccc(Nc2nn(-c3ccc(OC(F)(F)F)cc3)nc2C(C)=O)cc1 in the list: -3%	-6%	-2%
CCOC(=O)c1c(C)[nH]c(CCC(=O)NCCCN2CCN(c3ccccc3F)CC2)c1C in the list: -31%	3%	14%

Later entries
SMILES | GLP-1R inv ag | GLP1R cytotox | TDP43 rescue
CCOC(=O)c1ccccc1NC(=O)C1CCN(c2ncnc3c2nc2n3CCCCC2)CC1 | 9% | -1% | 0%
CC1(c2ccc(Cl)cc2)CC(C)(C)N(C(=O)c2cccc(F)c2)c2ccccc21 (centres undefined) | ? | 0% | 3%
O=C(Cn1ccn(-c2ccc(F)cc2)c(=O)c1=O)Nc1ccc(F)cc1 | 4% | 5% | 12%
COc1ccc(-c2nc(SCc3cc(=O)c4cc(C)ccc4[nH]3)n[nH]2)cc1 | 7% | -2% | 4%
CCC(Cn1nnc2ccccc2c1=O)NC(=O)Nc1cccc(C)c1C (centres undefined) | -1% | 1% | -8%
CCC1CCCCN1C(=O)c1c[nH]c2ccc(S(=O)(=O)Nc3cccc(OC)c3)cc2c1=O (centres undefined) | 9% | 1% | 10%
Cc1cccc(N2CCN(C(=O)C3CCN(S(=O)(=O)c4c(C)noc4/C=C/c4ccccc4F)CC3)CC2C)c1 (centres undefined) | 3% | 1% | 21%
O=C(c1ccc(CS(=O)c2ccccc2Cl)o1)N1CCN(c2cccc(Cl)c2)CC1 (centres undefined) | 0.89µM* | ? | ?
COc1ccccc1C(=O)Nc1ccc(-c2cc(C(F)(F)F)nn2-c2ccccc2)cc1 | 5.6µM* | ? | 3%
O=C(Nc1ccc(F)cc1F)c1cc2ccc3cccnc3c2[nH]1 | -22% | -6% | 20%
COc1ccc(NC(=O)Cn2c(=O)n(C(C)C)c(=O)c3oc4ccccc4c32)cc1Cl | 12% | -6% | 26%
COc1ccc(C)cc1Nc1ncnc2c1c(-c1ccccc1)cn2-c1ccc(C)cc1 | -13% | 3% | 17%
COc1ccc(OC)c(NCc2cccn2-c2nnc(N3CCC(C)CC3)s2)c1 | -28% | -23% | ?
Cc1ccc(Cn2cc(C(=O)c3ccc(C)cc3)c(=O)c3ccc(C)nc32)cc1 | ? | -21% | 25%
Cc1cc(C)cc(-n2ccn(CC(=O)c3ccc(F)cc3)c(=O)c2=O)c1 | 6% | 1% | 17%
CCOc1ccc(NC(=O)CSc2nnc(NC(=O)Nc3ccccc3)s2)cc1 | 16% | -2% | 27%
CCOc1ccc(CNC(=O)c2ccc(NC(=O)c3nsc4ccccc34)cc2)cc1 | 1% | 13% | 17%
O=C(Cc1ccccc1F)N1CCC(c2nc3c(nnn3Cc3cccc(Cl)c3)c(=O)[nH]2)CC1 | -28% | 10% | 6%
Cc1ccc(CNc2nc3ccc(Cl)cc3n3cnnc23)cc1 | 28% | 3% | 14%
CCOc1cccc(CC(=O)N2CCc3c([nH]c4ccccc34)C2c2ccccc2)c1OCC (centres undefined) | ? | 1% | ?
Cc1ccc(NC(=O)CSc2nc3n[nH]c(C)c3c(=N)n2-c2cccc(C)c2)cc1 | 1% | -2% | 16%
COC(=O)c1ccc(NC(=O)C(=O)NCCc2csc(-c3ccc(C(F)(F)F)cc3)n2)cc1 | 16% | 3% | 10%
CCCCOc1ccc(C(=O)NCCS(=O)(=O)N2CCN(c3ccccc3OC)CC2)cc1 | 10µM* | 1% | 13µM*
O=C(Nc1cccc(C(=O)OCc2cc(=O)n3c4c(sc3n2)CCCC4)c1)c1cccc(F)c1 | -17% | -21% | 11%
CCOc1ccc(-n2c(SCC(=O)NCc3ccccc3)nc3n[nH]c(C)c3c2=N)cc1 | 2% | -12% | -8%
CCOc1ccccc1NC(=O)Cn1c(=O)n(-c2ccc(C)c(C)c2)c(=O)c2c(C)c(C(=O)N(C)C)sc21 | 11% | -3% | 0%
O=S(=O)(Nc1ccc(Cl)cc1)c1ccc(NS(=O)(=O)c2ccc3c(c2)OCCO3)cc1 | ? | -4% | 15%
COc1ccccc1OCC(=O)Nc1nc(-c2ccc(Br)cc2)ns1 | 7% | 1% | 12%
Cc1csc2nc(COC(=O)c3ccc(NC(=O)c4ccccc4Br)cc3)cc(=O)n12 | ? | 0% | 7%
CC(=O)c1cccc(NC(=O)Cn2cnc3c2c(=O)n(C)c(=O)n3C)c1 | 1% | -11% | 9%
O=C(Nc1ccc(F)c(F)c1)c1cc(S(=O)(=O)NC2CCCC2)ccc1F | 10µM* | -3% | 2%
CCn1cc(S(=O)(=O)c2cccc(C)c2)c(=O)c2cc(F)c(N3CCN(c4ccccc4)CC3)cc21 | -18% | -3% | 26%
CCSc1ncc(Cl)c(C(=O)N(Cc2ccc(N(C)C)cc2)Cc2ccco2)n1 | ? | -5% | -11%
Cc1cc(C)c(/C=C/c2onc(C)c2S(=O)(=O)N2CCC(C(=O)Nc3ccc(Cl)c(C(F)(F)F)c3)CC2)c(C)c1 | 8% | 6% | 0%
COc1ccc(-c2nnc3c4ccccc4c(-c4ccccc4)nn23)cc1 | 10% | 2% | 13%
O=C(NC1CC(=O)N(c2ccc3c(c2)OCCO3)C1)c1c(F)cccc1Cl (centres undefined) | 11% | 2% | 18%
COc1ccc(C(=O)c2oc3ccccc3c2NC(=O)COc2ccccc2)cc1 | -4% | 7% | 17%
O=C1COc2cc(S(=O)(=O)NCc3ccco3)c(Cl)cc2N1 | 11% | 7% | 24%
CCCN(CCC)C(=O)Cn1c(=O)n(CCCCCC(=O)NCc2ccc3c(c2)OCO3)c(=O)c2sccc21 | 5% | -6% | 19%
Cc1cc(NC(=O)CSc2ncc(C(=O)Nc3ccc(F)cc3)c(=O)n2C)no1 | 7% | 3% | 19%
CN(C)c1ccc(NC(=O)Cn2c(SCc3ccc(F)cc3)nc3cccnc32)cc1 | -11% | -2% | -16%
COC(=O)c1cc2oc3ccccc3c2n1Cc1ccc(Cl)cc1 | 6% | 11% | -4%
CNC(=O)CSc1nnc(NC(=O)Nc2ccccc2)s1 | 19% | -5% | 4%
Cc1cccc(C(=O)Nc2ccc3oc(-c4ccncc4)nc3c2)c1 | 1% | 5% | 23%
CC(C)(C)C1CCc2nc(NC(=O)Cc3ccc(Cl)cc3)sc2C1 (centres undefined) | ? | -15% | 29%
CCOC(=O)c1c(S(=O)(=O)N2CCC(C(=O)N3CCN(c4cc(C)ccc4C)CC3)CC2)c(C)n(C)c1C | 2% | -5% | 12%
COc1ccc(S(=O)(=O)N2CCC(Oc3cccc(C(F)(F)F)c3)CC2)cc1OC | 7% | 9% | 11%
CCn1c2ccccc2c2cc(CN3CCN(Cc4cc(OC)c(O)c(OC)c4)CC3)ccc21 | 11µM* | -1% | -6%

Rewritten with each value named: part of the list above.
COc1ccc(OC)c(NCc2cccn2-c2nnc(N3CCC(C)CC3)s2)c1
  GLP-1R inv ag = -28% | GLP1R cytotox = -23% | TDP43 rescue = ?
Cc1ccc(Cn2cc(C(=O)c3ccc(C)cc3)c(=O)c3ccc(C)nc32)cc1
  GLP-1R inv ag = ? | GLP1R cytotox = -21% | TDP43 rescue = 25%
Cc1cc(C)cc(-n2ccn(CC(=O)c3ccc(F)cc3)c(=O)c2=O)c1
  GLP-1R inv ag = 6% | GLP1R cytotox = 1% | TDP43 rescue = 17%

This is a subset; rates above refer to the full screens.
